Assay outcomes (PubChem)
GRIN3A LBD mod: modulators (binders) of human NR3A ligand-binding domain | NR3A LBD differential scanning fluorimetry, Tm shift; 0% = protein alone, 100% = glycine-bound protein | Tm shift relative to glycine control, % at 25 µM | 2.5% of 340,000 active;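 active means melting temperature shift of at least 10% of the positive control shift, at one fixed dose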
CCR6 antagonist: CCR6 (human) receptor antagonism. inhibition, % at 20 µM. 0.49% of 340,000 active. CHO-K1 CCR6 PathHunter beta-arrestin, luminescence, CCL20-stimulated;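 active means compounds whose inhibition of the agonist-driven luminescence signal at 20 µM reaches about 50%, limit read from the data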;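 further: cells stimulated with CCL20 at 14 nM final; plate controls were DMSO with CCL20 for no effect and DMSO without agonist for full effect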
Gli-Sufu block: antagonists of Gli-Sufu signaling; Sufu-KO-LIGHT fibroblasts, Gli luciferase reporter luminescence; inhibition, % at 5 µM; 0.74% of 340,000 active; AID 588413;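 active means inhibition above about 55%, limit read from the data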;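 further: 0% = DMSO-treated cells and 100% = wells with medium but no cells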
MPTP inh: permeability transition pore inhibition; isolated mouse mitochondria, Ca2+ swelling absorbance, 30 min; inhibition, % at 10 µM; 1.4% of 360,000 active;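 active means inhibition of 50% or more, scaled per plate between neutral and stimulator controls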;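 further: 0% = DMSO wells given calcium and 100% = 1 mM EGTA wells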
CXCR6 block: inhibitors of human CXCR6 receptor; inhibition, % at 20 µM; 0.36% of 360,000 active; CHO-K1 PathHunter CXCR6 beta-arrestin, luminescence; O00574; in the data active means inhibition above about 34%, passing the limit was not always enough;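 further: antagonist mode with CXCL16 agonist at 10 nM final; 0% = 10 nM CXCL16 with DMSO and 100% = unstimulated wells without agonist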
Target sequence (O00574 whole entry, looked up): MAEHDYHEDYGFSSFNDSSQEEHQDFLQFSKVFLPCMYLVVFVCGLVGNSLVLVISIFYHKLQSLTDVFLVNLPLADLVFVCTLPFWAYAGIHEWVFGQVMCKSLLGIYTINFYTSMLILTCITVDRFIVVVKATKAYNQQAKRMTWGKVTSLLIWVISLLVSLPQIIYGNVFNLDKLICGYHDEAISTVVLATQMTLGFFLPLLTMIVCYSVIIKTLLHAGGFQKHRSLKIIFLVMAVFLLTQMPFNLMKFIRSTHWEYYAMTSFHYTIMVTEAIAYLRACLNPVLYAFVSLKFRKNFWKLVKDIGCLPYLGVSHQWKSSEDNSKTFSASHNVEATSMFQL
APOBEC3A inh: inhibitors of human APOBEC3A DNA deaminase; 0.41% of 330,000 active; P31941; AID 493011; recombinant A3A, FAM/TAMRA ssDNA deamination fluorescence; inhibition, % at 20 µM;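 active means at least 40% inhibition at 20 µM here, with at most 30% in a related deaminase screen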;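 further: plate controls were A3A with DMSO for no effect and wells lacking A3A enzyme for full effect; some results filed as inactive read as strong as hits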
Target sequence (P31941 whole entry, looked up): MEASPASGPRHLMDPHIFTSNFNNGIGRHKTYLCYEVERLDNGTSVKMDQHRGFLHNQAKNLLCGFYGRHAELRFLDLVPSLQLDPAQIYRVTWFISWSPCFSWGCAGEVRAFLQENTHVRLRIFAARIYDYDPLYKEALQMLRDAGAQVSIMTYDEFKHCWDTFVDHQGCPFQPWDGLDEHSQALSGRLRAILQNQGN
A3G deaminase: inhibitors of human APOBEC3G DNA deaminase | Q9HC16 | recombinant A3G, ssDNA deamination FAM/TAMRA fluorescence | inhibition, % at 20 µM | 0.28% of 330,000 active | AID 493012;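 active means inhibition of at least 40% at 20 µM, with no more than 30% in the related APOBEC3A deaminase screen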;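 further: plate controls were DMSO wells with A3G for no effect and wells lacking A3G enzyme for full effect; some compounds called inactive have numbers as strong as hits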
Target sequence (Q9HC16 whole entry, looked up): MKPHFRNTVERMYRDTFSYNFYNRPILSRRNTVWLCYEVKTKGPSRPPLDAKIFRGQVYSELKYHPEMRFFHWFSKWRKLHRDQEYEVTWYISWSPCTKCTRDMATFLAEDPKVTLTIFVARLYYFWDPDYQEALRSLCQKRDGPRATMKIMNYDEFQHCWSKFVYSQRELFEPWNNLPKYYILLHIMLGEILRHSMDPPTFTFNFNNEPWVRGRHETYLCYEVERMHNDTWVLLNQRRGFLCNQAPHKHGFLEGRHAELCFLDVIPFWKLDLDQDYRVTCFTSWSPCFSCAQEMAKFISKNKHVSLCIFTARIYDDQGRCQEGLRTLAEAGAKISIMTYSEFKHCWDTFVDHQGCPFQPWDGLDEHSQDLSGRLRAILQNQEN
EBI2 antag: blocks human EBI2 receptor beta-arrestin signaling; P32249; EBI2 beta-arrestin recruitment, luminescence, 7a,25-OHC stimulated; inhibition, % at 5 µM; 0.81% of 360,000 active; AID 651636; in the data active means inhibition above about 38%;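 further: enzyme fragment complementation signal reports receptor beta-arrestin coupling in cells; 0% = agonist plus DMSO wells and 100% = wells without agonist; some results beyond the cut were filed as inactive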
The depositor's hits bear a star; x = not tested or not shown.

The first two compounds (preview)
SMILES	GRIN3A LBD mod	CCR6 antagonist	Gli-Sufu block	MPTP inh	CXCR6 block	APOBEC3A inh	A3G deaminase	EBI2 antag
Nn1c(SCC(=O)Nc2ccccc2F)nnc1C1CCCCC1	-2	11	x	-1.8	2	-2	1	-11
CC(=O)C1=C(C)OC(N)=C(C#N)C1c1cccc2ccccc12 (centres undefined)	2	-1	5	3.1	0	0	-4	-4

The list itself, previewed entries included:
SMILES	GRIN3A LBD mod	CCR6 antagonist	Gli-Sufu block	MPTP inh	CXCR6 block	APOBEC3A inh	A3G deaminase	EBI2 antag
Nn1c(SCC(=O)Nc2ccccc2F)nnc1C1CCCCC1	-2	11	x	-1.8	2	-2	1	-11
CC(=O)C1=C(C)OC(N)=C(C#N)C1c1cccc2ccccc12 (centres undefined)	2	-1	5	3.1	0	0	-4	-4
CCOC(=O)/C(=N/Nc1ccc(Br)cc1)N1CC(C)OC(C)C1 (centres undefined)	0	14	-3	0.5	-6	x	x	-1
CCCCN1C(=O)C(NC(=O)C2CC2)(C(F)(F)F)C2=C1CC(C)(C)CC2=O (centres undefined)	-2	-4	1	-2.1	4	2	-2	-3
CC1CCCN(S(=O)(=O)c2cccc(-c3cn4cccnc4n3)c2)C1 (centres undefined)	1	11	-5	-1.2	-8	-2	-1	6
COC(=O)c1ccc(NC(=O)Cn2nc(C)cc2C)cc1	1	-10	34	-0.4	-6	-2	-7	-5
COc1ccc(C2C(C(=O)Nc3cccc(C)n3)CCC(=O)N2c2ccc(OC)cc2)cc1 (centres undefined)	0	13	0	x	x	1	2	x
COc1cc(-c2cc(C(=O)Nc3ccc(C)c(S(=O)(=O)N4CCOCC4)c3)c3ccccc3n2)cc(OC)c1OC	-8	-5	2	2.7	-1	-1	-2	-11
O=C(O)/C=C/C(=O)Nc1ccc(Cl)c(C(=O)O)c1	-1	-5	-3	2.6	-4	1	-3	-3
CC(=O)N(C(C)=O)N1C(=O)/C(=C/c2ccc(Cl)cc2)SC1=S	2	0	-14	45	-7	-2	-6	0
Cc1nn(CC#N)c(=O)n1-c1ccc(C(C)C)cc1	1	3	1	0.9	2	-3	-4	-5
CCCC1=Nc2cc(C(=O)NCc3ccco3)ccc2Sc2ccccc21	-21	15	66*	0.3	6	x	x	-3
CCCCN1C=C(C(C)=O)C(=O)CC1	0	3	1	-1.9	-6	x	x	-10
CCC(=O)NC(=S)Nc1cc(C(=O)O)ccc1OC	-2	5	-2	-0.8	-2	1	3	-1
CC(SCc1ccccc1)C(=O)Nc1ccccc1 (centres undefined)	0	13	-5	3.3	3	-6	-5	8
Cc1ccc(NC(=O)c2cc(-c3ccc(C)o3)nc3ccccc23)nc1	-4	25	9	-1.4	9	45	34	2
Cc1cccc(NS(=O)(=O)c2cccc3cccnc23)n1	2	7	5	-1.0	-2	-2	-8	-2
O=C(Nc1ccc(S(=O)(=O)NCc2ccco2)cc1)c1cccc(F)c1	3	24	-26	-0.7	-3	11	-3	8
Cn1c(=O)c2c(ncn2CC(O)CNc2ccc(Br)cc2)n(C)c1=O (centres undefined)	23*	0	16	11	-8	3	-1	0
COc1ccc(NC(=O)c2ccc(NC(=O)CSc3nccc(=O)[nH]3)cc2)cc1	3	5	1	0.7	4	1	-4	5
Cn1c(SCc2cc(=O)n3cc(Br)ccc3n2)nnc1C1COc2ccccc2O1 (centres undefined)	-2	-12	4	0.8	-4	17	2	-4
COc1ccc(NC(=O)CSc2n[nH]c(-c3ccccc3)n2)cc1S(N)(=O)=O	2	1	-6	-0.7	1	-1	-7	2
COc1ccc(OC)c(NC(=O)CN(c2ccc(C(C)C)cc2)S(=O)(=O)c2c(C)noc2C)c1	-3	15	6	0.4	4	1	-1	25
O=[N+]([O-])c1ccc(C2Nc3cccc4cccc(c34)N2)cc1	3	-2	22	5.5	4	x	x	-2
COc1ccc(O)c(C(=O)c2cnn(C(=O)c3ccc(C)cc3)c2)c1	2	10	-4	0.2	-12	2	-3	-9
Cc1ccc(OCCn2cnc3ccccc3c2=O)c([N+](=O)[O-])c1	-4	8	-73	0.0	3	1	-1	-11
CCN(Cc1ccccc1)C(=O)CCS(=O)(=O)c1ccc2c(c1)n(C)c(=O)c(=O)n2C	-9	-2	-8	-0.6	1	2	5	-4
CCN1CCN=C1Nc1ccccc1	2	2	-2	0.1	3	-3	-7	-7
NC(=O)C1CCN(CC(=O)Nc2nc(-c3ccccc3)cs2)CC1	-3	14	-2	0.1	-5	-4	-8	-11
COc1cccc(C(=O)/C=C/Nc2ccc(S(=O)(=O)Nc3cccc(C(C)=O)c3)cc2)c1	13*	20	30	30	-2	1	-3	25

Part of the list above in order of SMILES length, high to low:
SMILES	GRIN3A LBD mod	CCR6 antagonist	Gli-Sufu block	MPTP inh	CXCR6 block	APOBEC3A inh	A3G deaminase	EBI2 antag
COc1ccc(OC)c(NC(=O)CN(c2ccc(C(C)C)cc2)S(=O)(=O)c2c(C)noc2C)c1	-3	15	6	0.4	4	1	-1	25
CCN(Cc1ccccc1)C(=O)CCS(=O)(=O)c1ccc2c(c1)n(C)c(=O)c(=O)n2C	-9	-2	-8	-0.6	1	2	5	-4
Cn1c(SCc2cc(=O)n3cc(Br)ccc3n2)nnc1C1COc2ccccc2O1 (centres undefined)	-2	-12	4	0.8	-4	17	2	-4

Look-ups from above:
COc1ccc(O)c(C(=O)c2cnn(C(=O)c3ccc(C)cc3)c2)c1 in GRIN3A LBD mod: 2
Cn1c(SCc2cc(=O)n3cc(Br)ccc3n2)nnc1C1COc2ccccc2O1 (centres undefined) in CCR6 antagonist: -12
Cc1ccc(NC(=O)c2cc(-c3ccc(C)o3)nc3ccccc23)nc1 in CXCR6 block: 9
O=C(Nc1ccc(S(=O)(=O)NCc2ccco2)cc1)c1cccc(F)c1 in CCR6 antagonist: 24
COc1ccc(OC)c(NC(=O)CN(c2ccc(C(C)C)cc2)S(=O)(=O)c2c(C)noc2C)c1 in APOBEC3A inh: 1

Further records:
SMILES	GRIN3A LBD mod	CCR6 antagonist	Gli-Sufu block	MPTP inh	CXCR6 block	APOBEC3A inh	A3G deaminase	EBI2 antag
Cn1c(=O)n(C)c2cc(S(=O)(=O)NCCOCCO)ccc21	5	-2	4	0.5	0	-3	-7	-1
COc1ccc(CC(=O)NCCc2ccc(S(N)(=O)=O)cc2)cc1	0	1	2	1.3	4	0	-1	-5
CCNC(=S)NNC(=O)c1ccc(S(=O)(=O)NCc2ccco2)cc1	-1	14	-4	1.3	6	-5	-8	-5
COc1ccccc1/C=C/CN1CCC(n2nccc2NC(=O)C2CC2)CC1	0	10	22	0.7	1	0	-3	-4
CC(Oc1ccc(Cl)cc1Cl)C(=O)NNC(=O)C(=O)N1CCCC1 (centres undefined)	5	2	26	-0.6	6	-2	-5	-2
Cc1ccc(OCC(=O)NN2C(=O)c3ccccc3C2=O)c(C)c1	1	-20	0	-5.6	11	-4	-5	1
O=C(c1ccc(N2CCCCS2(=O)=O)cc1)N1CCN(c2ccc(N3CCOCC3)nn2)CC1	0	1	3	-1.0	-1	1	6	-2
COc1ccccc1NS(=O)(=O)c1ccc(C(=O)N2CCN(c3ccccc3)CC2)cc1	2	7	8	1.0	-10	-5	-3	17
C=CCC(Nc1ccccc1)C12C=CC(O1)C(C(=O)OC)=C2C(=O)OC (centres undefined)	2	12	2	-1.9	-8	-4	-7	4
C/C(=N\N=C\c1cccc(F)c1)c1nnn(-c2nonc2N)c1C	-14	2	-4	1.5	-9	-4	-4	-4
O=C(COC(=O)c1ccc2ncsc2c1)Nc1ccccc1Cl	0	12	-26	-2.2	9	0	-5	-4
CCN1C(=NCCOC)N[C@@H](c2cccc(F)c2)C(C(=O)OC)=C1C	1	-1	-1	0.4	-3	59*	16	-10
CC1CCN(C(=O)C(Cc2ccccc2)NS(=O)(=O)c2ccc3c(c2)oc(=O)n3C)CC1 (centres undefined)	0	-4	5	0.4	8	-1	0	2
N#Cc1c(N)nc(SCc2ccncc2)c(C#N)c1-c1cccs1	-15	-9	15	0.8	-1	-3	-8	0
CC(NC(=O)c1ccc(Br)cc1Br)c1ccccc1 (centres undefined)	0	8	-7	-0.2	3	-2	-4	-3
COc1ccccc1OC(C)C(=O)N(Cc1ccco1)C1CCS(=O)(=O)C1 (centres undefined)	2	0	0	0.0	-1	2	-2	-10
CCOC(=O)c1csc(-c2sccc2Br)n1	-1	7	4	-0.1	-6	3	-2	0
Cc1ccccc1NC(=O)C(NC1CCCCC1)C(C)C (centres undefined)	-2	6	-3	0.4	-3	-5	15	-10
COc1ccc(CCNC(=O)c2ccc(CS(=O)(=O)Cc3cccc(C)c3)o2)cc1OC	0	13	-3	-0.9	-18	-3	-3	19
Cc1cc(C)c(S(=O)(=O)Nc2ccc(O)cc2)cc1C	-11	-16	12	20	-3	-1	-2	-7
CC(C)OP(=O)(OC(C)C)C1(O)C(=O)Nc2ccccc21 (centres undefined)	1	-9	2	1.5	-1	-2	-8	-2
Cc1ccc(S(=O)(=O)NCC(=O)N(CC(=O)NCC2CCCO2)c2ccc(Cl)cc2)cc1 (centres undefined)	0	7	-11	-0.1	-4	-2	-9	7
CCOc1ccc(Cn2ccnc2)cc1[N+](=O)[O-]	2	-8	4	0.0	2	2	1	-8
Cc1cnc(C(=O)NCc2ccc(Cl)cc2Cl)cn1	-1	10	-15	2.3	1	2	-8	-7
CSc1nc(-c2ccc(Cl)cc2)c(C#N)c(=O)[nH]1	38*	-12	2	16	6	18	-3	-8
COC(=O)c1cn(C(=O)c2ccc(Br)o2)c2ccccc12	1	0	-4	1.6	-9	-3	-2	-7
S=c1nc(SCc2ccccc2)[nH]c2ccccc12	-4	10	6	-0.7	6	-4	-7	2
N/C(=N\OC(=O)CCCOc1ccccc1)c1cccc([N+](=O)[O-])c1	-25	-9	-8	-0.3	6	-5	-7	-9
Cc1nnc(SCC(=O)NCCN2C(=O)CSC2=O)n1-c1ccccc1	0	8	-14	-2.0	-9	-3	-3	-11
CCN1C[C@@H]2[C@@H]3C(=O)N(Cc4ccccc4)C(=O)[C@@H]3[C@](C)(C1=O)N2C(=O)c1ccc(C(F)(F)F)cc1	1	-4	0	0.4	-3	x	x	0

Profiles, looked up by structure. Values in the order: GRIN3A LBD mod | CCR6 antagonist | Gli-Sufu block | MPTP inh | CXCR6 block | APOBEC3A inh | A3G deaminase | EBI2 antag
`CCCCN1C(=O)C(NC(=O)C2CC2)(C(F)(F)F)C2=C1CC(C)(C)CC2=O` (centres undefined) in the list: -2 | -4 | 1 | -2.1 | 4 | 2 | -2 | -3
`CCN1C[C@@H]2[C@@H]3C(=O)N(Cc4ccccc4)C(=O)[C@@H]3[C@](C)(C1=O)N2C(=O)c1ccc(C(F)(F)F)cc1` in the list: 1 | -4 | 0 | 0.4 | -3 | x | x | 0
`N/C(=N\OC(=O)CCCOc1ccccc1)c1cccc([N+](=O)[O-])c1` in the list: -25 | -9 | -8 | -0.3 | 6 | -5 | -7 | -9
`CC(NC(=O)c1ccc(Br)cc1Br)c1ccccc1` (centres undefined) in the list: 0 | 8 | -7 | -0.2 | 3 | -2 | -4 | -3
`CCNC(=S)NNC(=O)c1ccc(S(=O)(=O)NCc2ccco2)cc1` in the list: -1 | 14 | -4 | 1.3 | 6 | -5 | -8 | -5

Continued:
SMILES	GRIN3A LBD mod	CCR6 antagonist	Gli-Sufu block	MPTP inh	CXCR6 block	APOBEC3A inh	A3G deaminase	EBI2 antag
c1ncn(C23CC4CC(CC(C4)C2)C3)n1	-1	-13	3	0.0	6	-3	-5	-16
COc1ccc(CCn2c(=N)c(C(=O)NCCN3CCOCC3)cc3c(=O)n4cccc(C)c4nc32)cc1OC	1	22	-1	-1.4	16	2	-2	1
COC(=O)Nc1ncc(CN2C(=O)c3ccccc3C2=O)s1	14*	11	3	-1.2	-1	-1	-6	1
CCOc1ccc(Cc2nc(N)nc(N)n2)cc1	-1	1	4	-0.2	-4	2	1	-14
